PTAP-TSG101 blk: inhibitors of HIV-1 PTAP binding to human TSG101, validation | 44,000 tested, under 10 active | Potency, µM (titrated, usually from 115 µM), for inactives: at the top dose activity change, negative = inhibition, most hits filed as inhibitors | Fluorescence polarization, FITC-PTAP peptide/Tsg101, 20 min | Q99816; note: potency is the fitted concentration of half-maximal effect; 0% is about no effect
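Fluorescence polarization: Tsg101 binding domain (10 uM final) in 10 mM HEPES pH 7.5, 0.15 M NaCl, 0.01% Tween 20, 3 mM EDTA, 0.1 mM TCEP; compounds pinned; FITC-PTAP peptide 50 nM final; 20 min, r.t.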
FH mod: Identification of activators of human fumarate hydratase by quantitative high-throughput screening; Potency, µM (highest dose often 79.9 µM), inactives show at the top dose activity change, negative = inhibition, most hits filed as inhibitors; 0.22% of 54,000 active; Fumarate hydratase, mitochondrial (Homo sapiens), P07954; FH coupled MDH/diaphorase resazurin fluorescence, 15 min; note: potency is the fitted concentration of half-maximal effect; % is set by controls: 0 for no effect and ±100 for the full control effect; the screen sought activators but most active calls are inhibition curves; nearly all actives have a fitted effect of over 45% in size
GALK inh: inhibits human galactokinase; P51570; recombinant GALK, Kinase-Glo ATP luminescence, 1 h; Potency, µM (series often up to 57.5 µM), for inactives: top-dose activity, negative = inhibition, hits mostly inhibitors; 44,000 tested, under 10 active; AID 1347072;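 note: plate controls were full GALK reaction for no effect and reaction lacking GALK for full effect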
Target sequence (P51570 whole entry, looked up): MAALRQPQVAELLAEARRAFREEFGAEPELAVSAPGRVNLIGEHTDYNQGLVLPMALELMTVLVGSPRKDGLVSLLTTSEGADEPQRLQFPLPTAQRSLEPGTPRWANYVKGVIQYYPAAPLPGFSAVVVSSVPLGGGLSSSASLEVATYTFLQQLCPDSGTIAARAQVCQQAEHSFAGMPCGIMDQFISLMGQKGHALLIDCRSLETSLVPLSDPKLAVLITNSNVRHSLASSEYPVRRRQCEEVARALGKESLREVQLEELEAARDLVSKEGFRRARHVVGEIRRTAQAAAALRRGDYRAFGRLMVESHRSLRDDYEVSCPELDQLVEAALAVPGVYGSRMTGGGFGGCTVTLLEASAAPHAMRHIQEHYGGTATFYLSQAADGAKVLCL
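Luminescent ATP-depletion readout (Kinase-Glo Plus) after 1 h room-temperature incubation of human GALK (5 nM) with galactose 100 µM and ATP 35 µM, pH 8.0 HEPES/Mg2+ buffer; compounds tested in qHTS format.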
p53null 32C tox: kills p53 null cells at the permissive temperature; 0.62% of 55,000 active; H1299-neo p53 null cells, ATP luminescence, 24 h, 32C; AID 903; Potency, µM (top dose mostly 46.1 µM), for the others: at the highest dose activity change, negative = cytotoxicity, actives largely listed as cytotoxic;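 note: potency is the fitted concentration of half-maximal effect; 0% = DMSO only and -100% = full killing by 100 µM tamoxifen; nearly all actives have a fitted effect of over 55% in size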
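AC50 values derive from Hill modelling of qHTS concentration-response data (up to 46 uM) in H1299-neo cells. Cells were treated 24 h at 32C following overnight attachment at 37C; viability was read as cellular ATP.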
p53null 39C tox: selectivity test: cytotoxicity in p53 null cells, nonpermissive temperature; 0.97% of 55,000 active; Potency, µM (series often up to 46.1 µM), without a hit: at the highest dose activity, negative = cell killing, usual class: cytotoxic; H1299 p53-null (neo) cells, 39C, ATPlite viability, 24 h;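 note: potency is the fitted concentration of half-maximal effect; 0% = DMSO only and -100% = full killing by 100 µM tamoxifen; nearly all actives have a fitted effect of over 50% in size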
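ATP-luminescence viability readout (ATPlite, 20 min RT) after 24 hr compound treatment at 39C of H1299-neo or H1299-p53A138V cells; titration up to 46 uM; normalized to DMSO and 100 uM tamoxifen; Hill-fit AC50.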
NTMT1 inhibitor: blocks human N-terminal methyltransferase 1 activity; Q9BV86; NTMT1 MTase-Glo SAH luminescence, purified enzyme; Potency, µM (series often up to 114 µM), for inactives: at the top dose activity change, negative = inhibition, hits mostly inhibitors; 2.5% of 59,000 active;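 note: potency is the fitted concentration of half-maximal effect; plate controls were DMSO vehicle for no effect and no enzyme for full effect; nearly all actives have a fitted effect of over 65% in size; many of its hits are not listed in these tables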
Target sequence (Q9BV86 whole entry, looked up): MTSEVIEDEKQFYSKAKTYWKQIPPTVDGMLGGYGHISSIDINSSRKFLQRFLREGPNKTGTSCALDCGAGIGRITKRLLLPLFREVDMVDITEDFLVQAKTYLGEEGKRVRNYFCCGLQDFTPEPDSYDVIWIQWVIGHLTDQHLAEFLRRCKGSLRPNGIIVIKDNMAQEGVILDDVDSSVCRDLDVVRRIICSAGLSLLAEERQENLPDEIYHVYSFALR
B2AR arrestin ag: ADRB2 beta-arrestin recruitment | P07550 | HTLA Tango cells, beta-arrestin recruitment, luciferase luminescence, 18 h | Potency, µM (top dose mostly 46.1 µM), for inactives: at the top dose activation, hits mostly activators | 44,000 tested, under 10 active | AID 1347077;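 note: potency is the fitted concentration of half-maximal effect; 0% = DMSO and full agonism = EC100 isoproterenol or metaproterenol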
Target sequence (P07550 whole entry, looked up): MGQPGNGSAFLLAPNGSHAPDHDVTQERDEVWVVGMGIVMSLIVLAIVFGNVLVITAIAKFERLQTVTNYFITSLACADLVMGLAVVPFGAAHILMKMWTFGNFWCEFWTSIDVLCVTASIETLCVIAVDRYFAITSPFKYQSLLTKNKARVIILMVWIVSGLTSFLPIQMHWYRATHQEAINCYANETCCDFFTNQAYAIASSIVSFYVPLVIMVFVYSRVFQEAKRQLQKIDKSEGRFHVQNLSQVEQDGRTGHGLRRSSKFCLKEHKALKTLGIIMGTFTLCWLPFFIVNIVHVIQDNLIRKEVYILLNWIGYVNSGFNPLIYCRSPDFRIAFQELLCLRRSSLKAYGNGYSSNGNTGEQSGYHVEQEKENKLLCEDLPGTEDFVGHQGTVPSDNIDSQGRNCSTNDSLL
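First, Tango cells carrying beta2-AR and beta-arrestin fusions received compound up to 46 microM. After 18 hr at 37 degrees C, luciferase substrate was added for 15 minutes, then luminescence gave %Activity for curve fitting.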
* = called active by the depositor; ? = inconclusive; nt = not tested or not shown; [ ] = another dose, or the depositor's remark. Calls come from the whole dose curve; as a rule, active = well fitted curve in the direction sought with a large enough effect; inconclusive = small, poorly fitted or top-dose-only effect, or another doubt; inactive = no such curve, though single readings can be large; an effect the other way counts as inactive or inconclusive.

SMILES	p53null 39C tox	B2AR arrestin ag	NTMT1 inhibitor	PTAP-TSG101 blk	FH mod	p53null 32C tox	GALK inh
COc1ccc(-c2nn(CC(=O)NC3CCCC3)c3c2cnc2ccc(F)cc23)cc1	-5%	1%	3%	0%	3%	14%	2%
CCS(=O)(=O)N1CCc2cc(C(=O)N3CCN(c4ccccc4OC)CC3)ccc21	32%[activator]	-2%	?	-1%	6%	-7%	-1%
COCCn1c(C)cc(O)c(C(c2ccc(C)cc2)N2CCCCC2)c1=O (configuration not stated)	-3%	0%	13%	0%	6%	10%	-1%
O=c1c2oc3ccccc3c2n(Cc2ccccc2F)c(=O)n1Cc1ccccc1	-12%	-1%	15%	-4%	2%	-3%	1%
O=C(Nc1ccc(Cl)cc1)c1ccc2oc(=O)n(Cc3ccccc3)c2c1	-9%	-1%	0%	0%	-20%	24%	3%
CCCCn1cc(S(=O)(=O)c2ccccc2)c(=O)c2cc(F)c(N3CCC(C)CC3)cc21	-8%	-1%	-11%	-2%	-26%	6%	4%
O=C(NCc1ccccc1)c1ccc(CSc2nc3cccnc3n2Cc2ccccc2)cc1	-6%	2%	6%	-2%	-17%	8%	2%
COc1ccc(Cl)cc1NC(=O)C1CCN(S(=O)(=O)c2ccc(F)cc2)CC1	0%	-2%	9%	-1%	-10%	1%	0%
COc1ccc(C(=O)Nc2nnc(C(C)C)s2)cc1OC	5%	1%	-15%	-6%	-5%	3%	1%
CCOC(=O)c1cnc2c(OC)cccc2c1Nc1cccc(O)c1	-4%	1%	8%	-6%	-11%	8%	1%
Cc1ccc2sc(-c3ccc(N)cc3)nc2c1	1.6µM*	-1%	?	0%	-8%	2µM*	6%
CCc1ccc(NCc2cc3cc4c(cc3n(CC(=O)Nc3ccc(F)cc3)c2=O)OCCO4)cc1	2%	1%	?	-6%	-15%	-1%	0%
O=C(Cn1c(=O)n(Cc2ccc3c(c2)OCO3)c(=O)c2ccccc21)Nc1cccc(Cl)c1	-20%	1%	7%	-3%	-17%	10%	-4%
Cc1c(C(=O)NCc2ccc(Cl)cc2)oc2ccc3c(c12)C(=O)CC(C)(C)O3	20%	0%	16%	1%	-18%	-2%	-9%
COc1ccccc1N1CCN(c2ncnc3c2cnn3-c2cc(Cl)ccc2C)CC1	5%	-1%	0%	-1%	-30%	?	-1%
CCCCc1cc(=O)oc2cc(C)c3c(C(C)(C)C)coc3c12	-1%	0%	3%	-19%	-18%	1%	-1%
COc1ccc(CCNC(=O)CCc2c(C)nc3c(c(C)nn3-c3ccc(C)cc3)c2C)c(OC)c1	5%	-2%	6%	-1%	-3%	-2%	1%
Cc1ccc2c(=O)cc(C(=O)Nc3ccc(S(=O)(=O)N4CCC(C)CC4)cc3)oc2c1C	-4%	1%	11%	0%	-3%	14%	1%
Cc1cccc(NS(=O)(=O)c2nnc(NC(=O)c3cccc(C)c3)s2)c1	-28%	1%	6%	1%	?	4%	1%
Cc1ccc2c(CNCc3cccc(Cl)c3)c(C(=O)O)n(Cc3ccc(F)cc3Cl)c2c1	-10%	0%	?	-1%	1%	2%	2%
O=C1OCC2=C1C(c1cccc(Cl)c1)CC(=O)N2c1ccc(C(F)(F)F)cc1 (configuration not stated)	-24%	1%	20%	1%	7%	-2%	3%
CC(C)CCNC(=O)CCC(=O)N1Cc2ccccc2Oc2ncccc21	-4%	0%	7%	-8%	0%	5%	2%
CCCN1C(=O)C(Cc2nc3ccccc3c(=O)n2-c2ccccc2)c2cc(C)ccc21 (configuration not stated)	53%[activator]	-2%	2%	0%	-19%	43%[activator]	-4%
COc1cc(NC(=O)c2nc(-c3ccncc3)no2)cc(OC)c1OC	-8%	1%	-2%	-4%	-4%	-2%	-1%
COc1cccc(N2CCN(C(=O)Cn3cnc4onc(-c5ccc(F)cc5)c4c3=O)CC2)c1	3%	0%	-1%	1%	-20%	21%	0%
CCc1ccc(CN(C(=O)c2cc3ccccc3oc2=O)C2CCS(=O)(=O)C2)cc1 (configuration not stated)	-21%	1%	-1%	-1%	1%	-1%	3%
CCOc1ccc(NC(=O)CN(C)S(=O)(=O)c2ccc3c(c2)c(=O)n(C)c(=O)n3C)cc1	-17%	1%	2%	0%	2%	-2%	-2%
CCc1ccc(-c2nc(CS(=O)CC(=O)NCCc3ccc(Cl)cc3)c(C)o2)cc1 (configuration not stated)	-1%	0%	-1%	0%	-1%	30%	-1%
CCOC(=O)c1ccc(NC(=O)CSc2nc3c([nH]c4ccccc43)c(=O)n2C)cc1	?	0%	2%	1%	-7%	-21%	-9%
COc1ccc(Cl)cc1NCc1nnc2n1CCCCC2	-12%	1%	1%	1%	-39%	0%	-2%
COc1ccc(NC(=O)CSCc2cc(=O)c3cc(C)ccc3[nH]2)cc1	-4%	0%	0%	-1%	-5%	11%	1%
COCCNC(=O)c1ccc2c(c1)N(Cc1cccc(Cl)c1)C(=O)c1ccccc1S2(=O)=O	15%	0%	2%	-2%	0%	-17%	4%
COc1cc(C2NC(=O)c3c(sc4c3CCN(C)C4)N2)cc(Br)c1OC(=O)c1ccc(C)cc1 (configuration not stated)	1%	-2%	-23%	1%	?	0%	0%
Clc1ccccc1-c1nnc(COc2ccccc2)o1	-12%	0%	nt	-7%	nt	-12%	0%
O=C(CCS(=O)(=O)c1cc(Br)cc2c1N(C(=O)C1CC1)CC2)N1CCN(c2ccccc2)CC1	9%	0%	28%	-1%	0%	2%	2%
CCC(=O)N1c2ccccc2CC1C(=O)NCc1cccc(OC)c1OC (configuration not stated)	-7%	1%	4%	0%	6%	-6%	3%
CCNC(=O)c1c(NC(=O)Cc2coc3cc(C)ccc23)sc2c1CCCC2	-3%	0%	-11%	0%	-26%	-1%	4%
CCOC(=O)c1ccc(NC(=O)Cn2c(=O)n(-c3ccc(C)cc3)c(=O)c3c2cnn3C)cc1	-5%	-1%	-1%	0%	-13%	17%	2%
Cc1ccc(C)c(S(=O)(=O)c2cnc(SCC(=O)Nc3ccc(F)cc3F)[nH]c2=O)c1	6%	1%	4%	0%	-10%	?	?
O=C(Cc1ccc(F)cc1)Nc1cccc(-c2nc3cccnc3s2)c1	16%	-1%	14%	-4%	1%	-8%	3%
CCCN(CCC)C(=O)c1c2c(nc3ccccc13)C(=O)N(C1CCCCC1)C2	17%	-1%	3%	3%	-1%	2%	2%
CCOc1nc(-c2ccc(C)cc2)ccc1-c1noc(-c2ccccc2F)n1	13%	0%	-2%	-1%	3%	-3%	0%
CC1(C)C(=O)N(CC(=O)Nc2ccc(Cl)cc2)c2ccccc21	-18%	0%	7%	-7%	-6%	-3%	-7%
CCOC(=O)C(=O)NCC(c1cccnc1)N1CCN(c2ccccc2)CC1 (configuration not stated)	-1%	0%	15%	-1%	1%	-2%	2%
CC(=O)c1nn(-c2ccc(OC(F)(F)F)cc2)nc1Nc1ccccc1	-20%	-1%	6%	-5%	-5%	-24%	7%
CCOC(=O)c1c(NC(=O)C2c3ccccc3Oc3ccccc32)sc2c1CCC(CC)C2 (configuration not stated)	-2%	0%	5%	0%	3%	-1%	2%
Cc1nc2ccc(S(=O)(=O)CCC(=O)Nc3ccc(F)cc3C)cc2s1	9%	0%	?	1%	1%	-4%	2%
Cc1ccc(Cl)cc1Nc1nc2ccccc2c2nncn12	-13%	0%	-6%	-1%	?	1%	-5%
CCOC(=O)N1CCN(Cc2nc3cc(NC(=O)C(C)C)ccc3n2C(C)C)CC1	-3%	-4%	-1%	-3%	-4%	4%	2%
COCCn1c(SCc2ccccc2F)nc2c([nH]c3ccccc32)c1=O	16%	1%	23%	1%	0%	-5%	?
COc1ccc(NC(=O)N2CCN(S(=O)(=O)c3ccc4c(ccn4C)c3)CC2)c(OC)c1	?	-1%	3%	-2%	-6%	-4%	0%
O=S(=O)(NCCS(=O)(=O)N1CCN(c2ccccc2)CC1)c1ccc(Br)cc1	-4%	-1%	16%	-2%	-4%	5%	1%
O=C(NCCc1cccs1)c1ccc(Cn2c(SCc3ccccc3)nc3cccnc32)cc1	?	0%	?	1%	-14%	?	4%
CCc1ccccc1NS(=O)(=O)c1ccc2nc(-c3ccccc3)[nH]c2c1	?	0%	?	3%	1%	-3%	-1%
CN(C)S(=O)(=O)N(CC(=O)Nc1ccc(C(F)(F)F)cc1)c1ccccc1	-19%	0%	0%	-16%	-12%	8%	7%
Cc1cc(N2CCN(C)CC2)nc2ccc(NC(=O)Nc3ccccc3Br)cc12	?	0%	-2%	0%	-16%	?	1%
CCOC(=O)c1cc2c(=O)n3ccccc3nc2n(Cc2ccco2)c1=NC(=O)c1ccc(C(C)(C)C)cc1	-19%	1%	7%	-8%	-12%	6%	6%
CCOC(=O)c1ccccc1NC(=O)CSc1cn(CC(=O)N2CCCCCC2)c2ccccc12	1%	-1%	-1%	-2%	-26%	-1%	-7%
CCC(=O)Nc1cc(C(=O)NCc2ccc(C)cc2)ccc1S(=O)(=O)c1ccc(C)cc1	12%	-1%	?	-1%	-23%	-12%	-1%
COc1ccc(-c2nc(C)c(CCNC(=O)Cc3ccc(F)cc3)s2)cc1OC	10%	0%	-24%	0%	-7%	-5%	-7%

An excerpt from above in order of number of heavy atoms, ascending.
SMILES	p53null 39C tox	B2AR arrestin ag	NTMT1 inhibitor	PTAP-TSG101 blk	FH mod	p53null 32C tox	GALK inh
O=C(Cc1ccc(F)cc1)Nc1cccc(-c2nc3cccnc3s2)c1	16%	-1%	14%	-4%	1%	-8%	3%
CCOC(=O)N1CCN(Cc2nc3cc(NC(=O)C(C)C)ccc3n2C(C)C)CC1	-3%	-4%	-1%	-3%	-4%	4%	2%
Cc1ccc(C)c(S(=O)(=O)c2cnc(SCC(=O)Nc3ccc(F)cc3F)[nH]c2=O)c1	6%	1%	4%	0%	-10%	?	?

Next records
SMILES	p53null 39C tox	B2AR arrestin ag	NTMT1 inhibitor	PTAP-TSG101 blk	FH mod	p53null 32C tox	GALK inh
CCCCN(C)C(=O)c1ccc2c(c1)N(Cc1cccc(F)c1)C(=O)c1ccccc1S2	18%	3%	-5%	-6%	-24%	11%	2%
CCOc1ccc(-c2cn3c(n2)sc2cc(C(=O)NC(C)C45CC6CC(CC(C6)C4)C5)ccc23)cc1 (configuration not stated)	-12%	-1%	3%	5%	-8%	-3%	4%
Cc1ccc(C(=O)c2oc3ccccc3c2NC(=O)Cc2coc3c(C)c(C)ccc23)cc1	3%	0%	1%	0%	4%	4%	1%
CC(CNC(=O)Cn1c(-c2cccs2)cc2ccccc21)c1ccccc1 (configuration not stated)	-21%	0%	7%	0%	?	2%	-5%

Not all compounds are listed; rates above refer to the full screens.
